Screening data (PubChem)
PvdQ inh = P. aeruginosa PvdQ acylase inhibitors, primary screen, biochemical, fluorescence, plate reader and imaging, single point; purified PvdQ acylase; inhibition, % at 10 µM; 340,000 tested, 0.063% active; in the data active means inhibition above about 30%, passing the limit was not always enough; inconclusive means no clear call, values can overlap the other calls;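 further: 0% = vehicle neutral wells and 100% = reference inhibitor wells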
HTR5A ag ctr = HTR5A agonists in luminescence cell assay, primary screen, counter-screen for OPRM1-OPRD1 heterodimer agonist project, full-deck HTS; 340,000 tested, 0.61% active; 5-hydroxytryptamine receptor 5A (Homo sapiens), P47898; cell-based; activation, % at 9.3 µM; AID 504692, 2011; in the data active means activation mostly above about 9.5%, no sharp cut-off; inactive means mostly below about 7.6%;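 further: 0% = cells with vehicle only and 100% = reference agonist; strong numbers were not always called active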
Target sequence (P47898 whole entry, looked up): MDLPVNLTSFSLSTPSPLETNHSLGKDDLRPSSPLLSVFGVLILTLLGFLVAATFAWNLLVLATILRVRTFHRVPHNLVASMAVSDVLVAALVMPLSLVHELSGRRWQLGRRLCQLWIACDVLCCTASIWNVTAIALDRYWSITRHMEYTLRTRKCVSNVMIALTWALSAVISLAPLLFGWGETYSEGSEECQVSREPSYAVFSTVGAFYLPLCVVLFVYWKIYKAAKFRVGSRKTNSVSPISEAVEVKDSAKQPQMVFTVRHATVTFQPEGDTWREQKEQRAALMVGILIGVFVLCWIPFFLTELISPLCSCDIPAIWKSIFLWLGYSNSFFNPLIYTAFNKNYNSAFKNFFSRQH
CDK5 p35 inh = inhibitors of human CDK5/p35 kinase, primary screen, biochemical, single concentration; Recombinant CDK5/p35, ADP-Glo luminescence, 60 min; 330,000 tested, 0.01% active; AID 488839, 2010; inhibition, % at 10 µM;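 active means highest replicate inhibition of at least 50% and at least 75% of replicates reaching 50%; inconclusive means only one of the two criteria met; inactive means both criteria failed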;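 further: plate controls were DMSO neutral control for no effect and GW8510 at 10 µM for full effect; many of its hits are not listed in these tables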
Target sequence (Q00535 whole entry, looked up): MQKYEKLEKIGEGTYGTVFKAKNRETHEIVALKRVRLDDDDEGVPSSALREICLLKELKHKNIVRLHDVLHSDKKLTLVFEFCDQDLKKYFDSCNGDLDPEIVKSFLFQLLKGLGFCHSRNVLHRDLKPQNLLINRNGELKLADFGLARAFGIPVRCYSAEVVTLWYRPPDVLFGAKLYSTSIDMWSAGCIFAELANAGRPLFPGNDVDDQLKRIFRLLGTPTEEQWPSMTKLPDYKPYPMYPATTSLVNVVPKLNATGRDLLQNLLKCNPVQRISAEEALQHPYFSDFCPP
Target sequence (Q15078 whole entry, looked up): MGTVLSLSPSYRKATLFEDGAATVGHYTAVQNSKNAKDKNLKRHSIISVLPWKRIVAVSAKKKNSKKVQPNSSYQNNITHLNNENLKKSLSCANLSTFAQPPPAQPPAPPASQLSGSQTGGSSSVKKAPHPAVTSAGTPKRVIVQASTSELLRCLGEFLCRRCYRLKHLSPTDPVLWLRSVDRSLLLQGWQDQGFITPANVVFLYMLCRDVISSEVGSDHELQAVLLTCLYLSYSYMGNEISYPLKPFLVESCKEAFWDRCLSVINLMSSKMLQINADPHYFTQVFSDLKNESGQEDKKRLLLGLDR
Rtt109 Vps75 = inhibitors of C. albicans Rtt109/Vps75 HAT, primary screen, biochemical, ThioGlo CoA-SH fluorescence, plate reader; 330,000 tested, 0.16% active; purified Rtt109/Vps75, 4 h; Histone acetyltransferase RTT109 (Candida albicans (strain SC5314 / ATCC MYA-2876)), …; inhibition, % at 34.9 µM;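 active means inhibition of at least 50% in every replicate; inconclusive means best replicate reaches 50% inhibition but some replicates fall short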
SR-BI DiI inh = inhibitors of SR-BI mediated HDL lipid uptake, primary screen, ldlA[mSR-BI] cells, fluorescence, single point | Scavenger receptor class B member 1 (Mus musculus), Q61009 | ldlA[mSR-BI] CHO cells, DiI-HDL uptake fluorescence, 3 h | inhibition, % at 12.5 µM | 320,000 tested, 0.96% active | AID 488896, 2010;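 active means mean replicate inhibition of at least 70% and a set share of replicates each scoring 70 or more; inconclusive means meets just one of the two criteria; inactive means fails both criteria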;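 further: 0% = median of neutral control wells and 100% = median of positive control wells; values of inactives mirror those of a sister screen read the other way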
MITF TRPM1 HTS = activators of MITF-driven TRPM1 promoter reporter, primary screen, cell-based, SK-MEL-5, luciferase, single point. SK-MEL-5 TRPM1-promoter luciferase, 24 h; % of positive control, neutral wells = 0. 300,000 tested, 0.75% active. activation, % at 12.5 µM;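 active means mean activation of at least 80% with every replicate also reaching 80%; inconclusive means mean reaches 80% but some replicate falls short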;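 further: 0% = neutral control wells and 100% = parthenolide positive control wells; values of inactives mirror those of a sister screen read the other way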
Wnt act = Wnt/beta-catenin pathway activators, primary screen, cell-based, plate reader, single point | 300,000 tested, 1.2% active | Wnt/beta-catenin reporter cell assay, activator | activation, % at 9.35 µM; in the data active means activation above about 30%, passing the limit was not always enough; inconclusive means no clear call, values can overlap the other calls;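 further: 0% = neutral control wells and 100% = positive control wells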
SR-BI DiI-HDL act = activators of SR-BI mediated DiI-HDL uptake, primary screen, ldlA[mSR-BI] CHO cells, DiI fluorescence. 3 h; 100 = double the neutral-control signal. activation, % at 12.5 µM. 320,000 tested, 0.096% active. AID 504775, 2011;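 active means mean replicate activation of at least 60% and every replicate at or above 60%; inconclusive means mean or all-replicate condition met, but not both; inactive means mean below 60% and not all replicates reaching 60%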;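 further: 0% = median plate neutral-control signal and 100% = twice that signal; values of inactives mirror those of a sister screen read the other way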
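Test system: SR-BI-overexpressing, LDLR-lacking CHO cells. Measured by: DiI fluorescence, bottom read. Medium: Ham's F12 with 0.5% BSA, HEPES 25 mM, pH 7.4. Timing: 3 h uptake period with compound, 37 °C.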
dFosB activator = activators of delta FosB homodimer, primary screen, biochemical, fluorescence polarization, TAMRA-CDK5 oligo, single point. Protein FosB (Mus musculus), P13346. purified delta FosB; percent of positive-control signal above neutral wells. activation, % at 25 µM. 340,000 tested, 0.99% active. AID 493131, 2011;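 active means mean activation above about 17%, with every replicate also reaching it, limit read from the data, passing the limit was not always enough; inconclusive means only one of the two conditions met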;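 further: fluorescence polarization rise as delta FosB binds a TAMRA Cdk5 AP-1 oligo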
cardiac RTF act = cardiac RTF calcium sensitivity activators, primary screen, biochemical, IANBD-TnC fluorescence, EC20 calcium; IANBD-labeled TnC RTF fluorescence at EC20 calcium; 0% EC20 calcium, 100% full calcium; activation, % at 7.2 µM; 340,000 tested, 0.24% active; AID 493008, 2010;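 active means activation above the mean over all tested compounds plus 3 SD, cut at about 30% in these data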;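 further: rise in fluorescence read as greater calcium sensitivity of cardiac thin filaments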
The depositor's hits bear a star; i = inactive; ? = inconclusive; / = no result given.

SMILES	PvdQ inh	HTR5A ag ctr	CDK5 p35 inh	Rtt109 Vps75	SR-BI DiI inh	MITF TRPM1 HTS	Wnt act	SR-BI DiI-HDL act	dFosB activator	cardiac RTF act
O=C1CC(C(=O)Nc2ncccn2)C(c2ccccc2)O1 (stereo not drawn)	-11	2	0.0	-3	10	/	/	-10	2	7
CCOc1ccccc1C(=O)NC1CC2CCCC(C1)N2C1CC1 (stereo not drawn)	-9	4	0.8	-22	1	/	0	-1	3	2
COc1ccc(CC(=O)N2CC(C)CC(C)C2)cc1OC (stereo not drawn)	-11	6	0.2	0	-12	9	/	12	-12	-3
CN(C(=O)C1CCCCC1)C1(C)CCS(=O)(=O)C1 (stereo not drawn)	-1	3	3.3	-4	-9	-1	-3	9	-5	-2
CC(C)NS(=O)(=O)c1ccc(OCC(=O)NCCC2=CCCCC2)cc1	-7	-2	1.8	-11	2	-1	/	-2	-9	2
CCS(=O)(=O)N1CCC(NC(C)=O)(c2ccccc2)CC1	0	-1	-1.4	-2	-3	/	22	3	-5	7
CC(=O)c1cccc(NC(=O)N2C3CCC2CC(NC(=O)Nc2ccccc2)C3)c1 (stereo not drawn)	-13	3	0.3	5	-7	-18	-1	7	-2	-2
COc1ccc(OC)c(N(CC(=O)Nc2cccc(C(F)(F)F)c2)S(C)(=O)=O)c1	5	-2	-0.5	-4	25	-11	8	-25	-8	-3
CC(=O)Nc1ccc(S(=O)(=O)Nc2cccc3[nH]ncc23)cc1	-19	-4	0.9	2	-3	1	-2	3	-6	0
O=C1C(F)=CC(COC(c2ccccc2)(c2ccccc2)c2ccccc2)OC1n1cc(F)c(=O)[nH]c1=O (stereo not drawn)	-22	4	7.3	-13	-2	/	-21	2	-34	1
CC(C)(C)c1csc(N(CCC#N)CCC#N)n1	8	1	0.5	16	-19	2	/	19	-8	7
O=C(/C=C/c1ccccc1Cl)Nc1cccnc1	-1	-5	-0.9	4	-14	34	0	14	-24	-3
CCOc1ccc(-n2cnnn2)cc1S(=O)(=O)NCc1ccccc1	27	5	-2.4	-2	-30	2	/	30	-3	-1
CC(NC(=O)C(=O)NN=C1CCCCCC1)c1ccccc1 (stereo not drawn)	-12	0	1.2	-3	-7	-2	-2	7	3	-3
COc1ccc(-n2cnc(N)c2C(=O)c2cccc([N+](=O)[O-])c2)cc1	5	3	2.6	/	-13	6	-3	13	6	-3
COc1ccc(N2CC(C(=O)Nc3nnc(SCc4cccnc4)s3)CC2=O)cc1 (stereo not drawn)	-4	3	0.9	3	-13	-3	0	13	-3	-5
O=C(c1cccs1)N1CCC(c2nc3ccccc3s2)CC1	-8	2	-0.6	7	-25	3	-1	25	-11	-2
O=C(NNS(=O)(=O)c1ccc([N+](=O)[O-])cc1)c1ccccc1	-18	-3	-0.6	-6	-9	-13	1	9	-1	1
CC(=O)c1ccc(OC(=O)c2ccc(-n3nc(C)cc3C)cc2)cc1	-11	2	0.5	12	49	11	-17	-49	2	-4
COc1ccc(CNC(=O)CC2C[C@H](C(=O)N(C(C)C)C(C)C)[C@@]3(C)c4[nH]c5ccccc5c4CCN3C2=O)cc1OC (stereo partly drawn)	-13	-3	2.1	1	21	-6	-1	-21	-25	0
O=C(O)C1C2C=CC(C2)C1C(=O)NCCc1ccccc1 (stereo not drawn)	-16	2	2.1	-1	-4	/	-2	4	3	3
CC1CC(C)CN(CCCNC(=O)c2csc3c2CCCC3)C1 (stereo not drawn)	-1	4	2.3	20	-14	/	-10	14	-6	-3
CC(=O)Nc1ccc2c(c1)nc(CCN1CCN(C)CC1)n2C	9	-4	0.3	22	-4	-5	/	4	4	6
COCCn1c(SCC(N)=O)nc2c(c1=O)SC(C)C2 (stereo not drawn)	-9	2	-1.3	-6	-23	10	-1	23	-1	-2
Cc1cccc(NCC(=O)N/N=C\c2c[nH]c3ccccc23)c1	-9	5	0.3	-3	5	-12	-4	-5	-5	-6
CCC(C)n1c(SCC(=O)NC2CCS(=O)(=O)C2)nc2ccccc2c1=O (stereo not drawn)	-5	-1	-1.7	3	-15	1	-1	15	-4	-1
COc1ccccc1N/C(=N/S(=O)(=O)c1ccc(C)cc1)c1ccc(Cl)cc1	-13	4	1.0	1	22	-6	/	-22	-1	4
Cc1cccc(C)c1NC(=O)Cn1cnc2c(=O)n(C)c(=O)n(C)c21	-17	/	-0.3	0	-32	/	0	32	3	3
Clc1ccc(C[n+]2cc(-c3ccccc3)n3c2CCC3)cc1	-12	1	-2.4	-5	-19	/	-2	19	4	-5
COc1ccc(OC2CCN(S(=O)(=O)c3cccc(F)c3)CC2)cc1	-1	-6	0.8	5	-6	4	2	6	2	-9
CC(C)C[C@@H](CSc1ccccc1)N1CCN(CCc2ccccc2)CCC1=O	-5	3	-1.0	3	-8	16	9	8	-2	9
O=C(Cc1cc(=O)oc2cc(O)ccc12)NCC1CCC(C(=O)O)CC1 (stereo not drawn)	-1	8	-1.7	i	-24	/	/	24	-2	1
O=C(CNc1cc(S(=O)(=O)N2CCOCC2)ccc1NCC1CCCO1)Nc1ccc(C(F)(F)F)cc1 (stereo not drawn)	4	12	0.6	?	0	1	1	0	-3	-16
COc1ccc(NC(=O)Cn2ccc(C(F)(F)F)n2)cc1S(=O)(=O)N1CCOCC1	-6	1	-0.5	4	4	3	-2	-4	6	-7
CC1CCCN(C(=O)CSc2nnc(-c3ccncc3)n2C)C1 (stereo not drawn)	-2	-2	1.4	-3	1	6	0	-1	5	3
CNCc1cc(Cl)cc(OC)c1OC(C)C	10	2	-0.3	24	-8	6	0	8	-5	-1
NS(=O)(=O)c1ccc(CNC(=O)/C=C/c2cccc(Cl)c2)cc1	-4	-2	1.0	2	/	-7	/	/	0	-3
CCOC(=O)c1cccc(NC(=O)CCS(=O)(=O)c2ccc(Br)s2)c1	-9	1	-2.4	5	-1	/	-4	1	111*	-1
Oc1c(Cl)cc(Cl)cc1CNc1nccs1	-17	9	0.5	-2	-11	/	0	11	6	6
CCc1nc2ccccc2c(C(=O)OCc2nc3ccccc3c(=O)[nH]2)c1C	-10	4	-1.1	-7	34	-6	-2	-34	-4	5
COc1ccccc1NC(=O)CSc1nc2nccnc2c(=O)n1Cc1cccs1	-13	0	1.2	19	-31	1	-2	31	-5	-2
CSCCCNC(=S)N(C)CC(=O)Nc1ccc(C)cc1	24	-2	3.2	-6	14	-9	11	-14	-4	2
Cc1ccccc1-c1nc(CS(=O)(=O)CC(=O)NC2CC2)c(C)o1	-1	2	0.6	-9	-8	11	0	8	1	-2
COC(=O)c1ccc(OC)c(CSc2nnc(COc3ccccc3)o2)c1	-11	-1	0.2	4	16	/	/	-16	-14	4
COCCCn1c(SCC(=O)NNC(=O)c2cccc(O)c2)nnc1-c1ccncc1	-1	-1	1.8	-3	4	-10	-2	-4	0	0
COC(=O)CSc1nnc(CNC(=O)c2ccccc2OC)n1C	-3	2	-0.8	3	-8	-10	/	8	6	4
O=C(CCCCCN1C(=O)c2ccccc2C1=O)NCc1ccccn1	-10	4	-1.8	9	-24	0	-2	24	7	6
COc1ccc(C(=O)NNS(=O)(=O)c2ccccc2)cc1	-7	-1	-6.1	1	0	15	3	0	-2	2
CC(C)CC(=O)Nc1ccc(C(=O)Cn2nc(C(=O)O)c3ccccc3c2=O)cc1	3	12	-0.1	-5	16	-2	-3	-16	4	-5
CC(C)=CC(=O)OCC(=O)Nc1ccc(Cl)cc1	-8	-1	0.3	-8	-15	6	3	15	-6	-2
COc1ccccc1C(=O)NCCC(=O)N(C)Cc1ccc(C)o1	2	6	0.2	-10	-19	-17	-1	19	-5	-3
O=C(OCC(=O)N1CCN(c2ccccc2)CC1)c1cccc([N+](=O)[O-])c1	-5	0	-11	7	9	-1	-2	-9	-5	-2
C1CCN(CCCNC2C3CC4CC(C3)CC2C4)C1 (stereo not drawn)	-10	4	-0.4	-1	-37	10	-4	37	2	10
CC(=O)Oc1ccc(/C=C(\NC(=O)c2ccco2)C(=O)NCc2ccco2)cc1	-3	-1	-0.4	-8	/	/	-1	/	-3	-2
Cc1cc(=O)oc2c(CN3CC(C)OC(C)C3)c(O)c(Cl)cc12 (stereo not drawn)	-18	6	2.1	-306	-5	-3	0	5	2	0
O=C1NC(=Nc2ccc(Cl)cc2)SC1Cc1cc(Cl)ccc1Cl (stereo not drawn)	-6	5	-1.1	-3	3	8	-2	-3	3	1
O=C(CSc1nnc(NC(=O)c2cccc(F)c2)s1)NCC1CCCO1 (stereo not drawn)	-19	5	-1.6	9	-6	32	3	6	-8	-1
c1ccc(-c2nc(-c3ccco3)n3ccccc23)cc1	-14	-2	1.1	-3	36	-23	/	-36	-20	19
CC(=O)/C(=N/Nc1ccccc1)Sc1nnc(CCc2ccccc2)n1-c1ccccc1	5	-2	-5.3	/	6	-8	-5	-6	-16	-2
Cn1c(=O)c2sccc2n2c(CCCC(=O)NCc3ccco3)nnc12	8	2	/	14	-4	-5	-1	4	1	-1
Next entries:
SMILES	PvdQ inh	HTR5A ag ctr	CDK5 p35 inh	Rtt109 Vps75	SR-BI DiI inh	MITF TRPM1 HTS	Wnt act	SR-BI DiI-HDL act	dFosB activator	cardiac RTF act
c1ccc2c3c([nH]c2c1)CCNC3	-24	-7	-1.3	2	-33	-12	-1	33	5	5
COc1cc(C(=O)NCCOc2cccc(C)c2)c(Br)c(OC)c1OC	-25	-2	0.6	-2	21	-11	1	-21	-3	0
COc1cc(CC(=O)NCc2cccs2)cc(OC)c1OC	-17	4	-0.6	4	-11	/	0	11	-4	6
CC1CCCCN1C(=S)Nc1ccc2nc3n(c(=O)c2c1)CCCCC3 (stereo not drawn)	-10	-1	/	14	12	3	3	-12	-8	-5

Among those listed so far, 2 contain bromine:
SMILES	PvdQ inh	HTR5A ag ctr	CDK5 p35 inh	Rtt109 Vps75	SR-BI DiI inh	MITF TRPM1 HTS	Wnt act	SR-BI DiI-HDL act	dFosB activator	cardiac RTF act
CCOC(=O)c1cccc(NC(=O)CCS(=O)(=O)c2ccc(Br)s2)c1	-9	1	-2.4	5	-1	/	-4	1	111*	-1
COc1cc(C(=O)NCCOc2cccc(C)c2)c(Br)c(OC)c1OC	-25	-2	0.6	-2	21	-11	1	-21	-3	0
